# High-throughput results: PubChem, National Center for Advancing Translational Sciences (NCATS)
# mIDH1 inhibitor: inhibitors of human mutant IDH1 R132H; actives 0.093% (n = 390,000); IDH1-R132H enzyme, NADPH consumption, diaphorase/resazurin fluorescence; Potency, µM (top dose mostly 76.6 µM), for inactives: top-dose activity change, negative = inhibition, most hits filed as inhibitors; O75874; also: % is scaled to controls: 0 for no effect and ±100 for the full control effect; nearly all actives have a fitted effect of over 65% in size
#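 IDH1-R132H (0.5 ug/mL dispensed) in pH 7.5 Tris buffer was preincubated 30 min with compound, then given a substrate mix of 0.016 mM NADPH and 2 mM alpha-KG for 80 min at room temperature; remaining NADPH was read by diaphorase/resazurin fluorescence.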
# USP1-UAF1 inh: inhibitors of human USP1/UAF1 deubiquitinase. O94782. recombinant USP1/UAF1, Ub-Rhodamine cleavage fluorescence. Potency, µM (doses to about 57.1 µM), for the others: at the highest dose activity change, negative = inhibition, hits mostly inhibitors. actives 0.23% (n = 390,000); also: % is scaled to controls: 0 for no effect and ±100 for the full control effect; nearly all actives have a fitted effect of over 60% in size; inactives centre near -12
#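 1 nM enzyme complex + cpd, 15 min RT; start with Ub-Rho 150nM final; kinetic fluorescence ex 480/em 540, 6 reads q60 s. Buffer 50mM HEPES pH 7.8, 0.5mM EDTA, 0.1 mg/ml BSA, 1mM TCEP, 0.01% Tween-20.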
# RXFP1 agonist: agonists of human relaxin receptor RXFP1; Potency, µM (series often up to 57.5 µM), without a hit: top-dose activation, actives largely listed as activators; HEK293T-RXFP1 cAMP TR-FRET, 30 min; response scale: percent of porcine relaxin response, buffer zero; Q9HBX9; actives 0.3% (n = 370,000); also: % is scaled to controls: 0 for no effect and ±100 for the full control effect; nearly all actives have a fitted effect of over 60% in size; many of its hits are not listed in these tables
# Target sequence (Q9HBX9 whole entry, looked up): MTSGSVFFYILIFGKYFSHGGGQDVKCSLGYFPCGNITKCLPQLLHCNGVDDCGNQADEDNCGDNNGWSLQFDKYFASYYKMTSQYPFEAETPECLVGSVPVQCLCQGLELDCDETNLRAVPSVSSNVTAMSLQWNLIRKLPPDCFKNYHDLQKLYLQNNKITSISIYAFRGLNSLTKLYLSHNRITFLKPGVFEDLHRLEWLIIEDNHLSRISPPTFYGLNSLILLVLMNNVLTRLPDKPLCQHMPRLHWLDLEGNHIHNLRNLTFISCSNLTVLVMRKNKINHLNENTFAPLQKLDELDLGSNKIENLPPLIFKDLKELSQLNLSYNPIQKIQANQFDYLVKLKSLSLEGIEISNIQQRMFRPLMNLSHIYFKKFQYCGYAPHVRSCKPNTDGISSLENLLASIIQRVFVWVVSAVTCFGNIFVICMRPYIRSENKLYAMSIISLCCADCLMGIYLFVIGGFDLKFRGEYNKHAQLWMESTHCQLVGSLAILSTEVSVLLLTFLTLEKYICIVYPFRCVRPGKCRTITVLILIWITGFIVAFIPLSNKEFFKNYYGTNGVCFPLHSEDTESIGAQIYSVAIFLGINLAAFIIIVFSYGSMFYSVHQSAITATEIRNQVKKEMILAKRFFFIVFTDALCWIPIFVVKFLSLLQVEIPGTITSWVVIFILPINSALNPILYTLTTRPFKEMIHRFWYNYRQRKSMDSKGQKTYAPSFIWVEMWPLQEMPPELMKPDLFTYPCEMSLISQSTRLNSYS
#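 cAMP rise read by TR-FRET after 30 min, 37C compound exposure (up to 58 uM) in RXFP1-transfected HEK293 cells with Ro 20174 present. EC50 from Hill-equation fits, with 29 nM porcine relaxin as 100% and buffer as basal.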
# Vif-APOBEC3F blk: inhibitors of Vif-A3F interaction; AID 602313; HeLa A3F-eYFP + Vif (tagged APOBEC3F with the HIV-1 protein that degrades it), YFP fluorescence increase; Potency, µM (series often up to 46.1 µM), for the others: top-dose activity, negative = active; actives 0.2% (n = 390,000); also: % of control where 0% means no effect; nearly all actives have a fitted effect of over 65% in size
#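 HeLa cells stably expressing Vif plus C-terminally eYFP-tagged A3F were seeded, incubated overnight at 37 deg C, dosed with compound, incubated overnight again at 37 deg C. Yellow fluorescence (Ex 488/Em 500-530) reported blocked Vif-mediated A3F-eYFP degradation.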
# TrxR1 inh: blocks rat thioredoxin reductase 1; O89049; recombinant rTrxR1, NADPH fluorescence consumption, selenite substrate; Potency, µM (top dose mostly 114 µM), for the others: at the top dose activity change, negative = inhibition, hits mostly inhibitors; actives 1% (n = 390,000); AID 588453; also: % is scaled to controls: 0 for no effect and ±100 for the full control effect; nearly all actives have a fitted effect of over 65% in size
#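 Rat TrxR1 (90 nM in the dispensed reagent) was pre-reduced with 400 uM NADPH for 5 min at room temperature, then incubated with compound for 15 min. After 400 uM selenite was added, NADPH fluorescence (Ex 340/Em 450 nm) was followed for 8 min.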
# RGS4 inh: blocks human RGS4-accelerated GTP hydrolysis. P49798. Transcreener GDP fluorescence polarization, RGS4-accelerated GTP hydrolysis. Potency, µM (series often up to 114 µM), inactives show at the highest dose activity change, negative = inhibition, actives largely listed as inhibitors. actives 0.039% (n = 390,000). AID 504845; also: % is scaled to controls: 0 for no effect and ±100 for the full control effect; nearly all actives have a fitted effect of over 75% in size; some results filed as inactive show a strong effect at the top dose
# Target sequence (P49798 whole entry, looked up): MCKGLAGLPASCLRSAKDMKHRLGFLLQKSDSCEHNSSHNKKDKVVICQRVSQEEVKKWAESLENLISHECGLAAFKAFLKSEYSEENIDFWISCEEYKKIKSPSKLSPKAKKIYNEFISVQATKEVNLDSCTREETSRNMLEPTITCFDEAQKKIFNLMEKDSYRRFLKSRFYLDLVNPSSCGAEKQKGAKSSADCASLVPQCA
#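 MLSMR compounds (23 nl, pin-transferred) preincubated 10 min at room temperature with a 500nM (2x) first reagent, then RGS4 at 900nM (2x) plus Transcreener GDP mix added; fluorescence polarization (620/688 nm) read before and after 90 min at 30 °C.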
# Vif-A3G inh: blocks the Vif interaction with human APOBEC3G. Q9HC16. HeLa A3G-eYFP + Vif (tagged APOBEC3G with the HIV-1 protein that degrades it), YFP fluorescence, overnight. Potency, µM (series often up to 46.1 µM), for the others: top-dose activity, negative = active, usual class: inhibitors. actives 0.076% (n = 410,000);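 also: % is scaled to controls: 0 for no effect and ±100 for the full control effect; nearly all actives have a fitted effect of over 60% in size; hits raise eYFP signal because A3G escapes Vif-driven loss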
#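 HeLa cells stably expressing Vif and C-terminally eYFP-tagged A3G, seeded overnight at 37 deg C, then exposed to compound by pintool overnight at 37 deg C. Rise in yellow fluorescence (Ex 488/Em 500-530, Acumen) marks blocked Vif-driven A3G degradation.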
# TrxR1 substrate: substrates of rat thioredoxin reductase 1; Potency, µM (top dose mostly 114 µM), for the others: at the highest dose activity change, negative = substrate turnover; O89049; purified TrxR1 substrate turnover, NADPH consumption readout; actives 0.01% (n = 390,000); also: % is scaled to controls: 0 for no effect and ±100 for the full control effect; nearly all actives have a fitted effect of over 50% in size
#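 Rat TrxR1, dispensed at 90 nM, was prereduced with 400 uM NADPH (final) for 5 min at ~22 deg C, then incubated with compound 15 min before 400 uM selenite. A first-read NADPH fluorescence drop versus no-compound background flagged substrates.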
# ALOX12 inh: ALOX12 (human) lipoxygenase inhibition. P18054. purified 12hLO, xylenol orange hydroperoxide absorbance. Potency, µM (titrated, usually from 108 µM), without a hit: at the top dose activity change, negative = inhibition, usual class: inhibitors. actives 1.1% (n = 580,000). AID 1671190; also: % is scaled to controls: 0 for no effect and ±100 for the full control effect
#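 Purified human 12hLO (150 nM final) in 25 mM Hepes, 0.01% Triton X-100, pH 7.0 was preincubated 15 min at room temperature with compound. Then 40 uM arachidonic acid was added, 30 min. Hydroperoxide was read by Fe-XO absorbance ratio 573/405 nm.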
# The depositor's hits bear a star; ? = inconclusive; · = no result given; & = joins results of further samples; [ ] = another dose, or the depositor's remark. Calls follow the shape of the dose curve; as a rule, active = well fitted curve in the direction sought with a large enough effect; inconclusive = small, poorly fitted or top-dose-only effect, or another doubt; inactive = no such curve, though single readings can be large; an effect the other way counts as inactive or inconclusive. Potency is read from the fitted curve at half-maximal effect. An excerpt. The share of hits here may be higher or lower than overall.
SMILES,mIDH1 inhibitor,USP1-UAF1 inh,RXFP1 agonist,Vif-APOBEC3F blk,TrxR1 inh,RGS4 inh,Vif-A3G inh,TrxR1 substrate,ALOX12 inh
CCOc1ccc(NC(=O)[C@@H]2CCCN2C(=O)c2cccs2)cc1S(=O)(=O)N1CCOCC1,11%,-7%,1.1%,-12%,8%,3%,-3%,4%,?
O=C(COc1coc(CN2CCN(c3ccc(F)cc3)CC2)cc1=O)NCC1CCCO1 (stereo not given),3%,-10%,0.0%,-16%,5%[57.1 µM],-28%,0%,8%[57.1 µM],-18%
COC(=O)c1c(NC(=O)c2ccc(S(=O)(=O)N3CCCC(C)C3)cc2)sc2c1CCN(C(C)C)C2 (stereo not given),0%,-23%,-10.0%,?,-12%[57.1 µM],6%,-2%,-9%[57.1 µM],-17%
COC(=O)[C@@]1(C)[C@H]2C(=O)N(Cc3ccccc3)C(=O)[C@H]2[C@H]2CN=C(SCc3ccc(Cl)cc3)N21,11%[38.3 µM],-19%,·,4%,30%,-17%,2%,5%,?
O=C(OCn1cncn1)c1ccc(Cl)cc1Cl,5%,-13%,0.8%,1%,18%,23%,-6%,5%,14%
O=C(CSCc1ccco1)c1cccs1,1%,-5%,0.0%,-13%,?,-28%,-2%,11%,15%
COc1cc(OC)cc(-c2c(-c3cccs3)c3cc(-c4ccc(CN5CCOCC5)cc4)ccc3n2C)c1,-25%,-3%,·,3%,-1%[57.1 µM],-20%,-11%,15%[57.1 µM],1%
Cc1ccc2[nH]c3c(c2c1)CN(C(=O)CN1c2ccc(F)cc2CCC1C)CC3 (stereo not given),-1%,-4%,1.3%,-7%,-11%,-11%,-23%,-8%,?
CC(C)(C)OC(=O)NCCCC(CCCNC(=O)OC(C)(C)C)C(=O)O,10%,-22%,-0.6%,1%,18%[57.1 µM],-3%,-2%,-22%[57.1 µM],202%[activator]
C=CCn1c(SCC(=O)N(CCC)C2CCS(=O)(=O)C2)nnc1-c1ccccc1OC (stereo not given),2%,-9%,-0.2%,-8%,-3%,-4%,-4%,-7%,-10%
CCOC(=O)CSc1nnc(CNC(=O)c2ccc(S(=O)(=O)N(C)C)cc2)n1C,-1%,-4%,0.4%,-3%,12%,17%,2%,1%,20%
CC(=O)c1c(COC(=O)c2ccccc2)nc2ccccc2[n+]1[O-],6%,-16%,-1.2%,-4%,6%,9%,1%,3%,-3%
COC(=O)Cn1ccnc1[N+](=O)[O-],-8%,2%,·,-6%,·,·,2%,·,-5%
CCN(CC)c1ccc(/C=C2\SC(N)=NC2=O)cc1,2%,-3%,-10%,?,-12%,-24%,8.9µM*,-11%,3%
Cc1cc(S(=O)(=O)NCC(C)C)ccc1OCC(=O)NCc1ccco1,-1%,-9%,4.0%,5%,-18%,4%,2%,-2%,0%
O=C(c1cc(-c2cccs2)on1)N1CCN(c2ccccc2)CC1,4%,-17%,-0.9%,3%,22%,14%,-1%,2%,-15%
Cc1ccc(-c2nc3nc(C)cc(N4CCN(c5cc(Cl)ccc5C)CC4)n3n2)cc1,-5%,15%,2.3%,2%,0%,5%,0%,6%,-15%
CCCCCCN1C[C@@H](n2cc(COC(=O)c3ccccc3)nn2)[C@H](O)C[C@@H]1c1ccc(OC)cc1,9%,-6%,·,-1%,·,·,-11%,·,?
CCCC(=O)Nc1ccc(NC(=O)c2ccccc2F)cn1,-4%,-12%,2.4%,1%,12%,-2%,-4%,-2%,-3%
O=C(Nc1ccc(N2CCN(C(=O)c3ccccc3)CC2)c(Cl)c1)c1cccnc1,3%,-19%,-0.8%,3%,9%,7%,-6%,2%,8%
Cc1ccccc1NC(=O)c1cccc(NC(=O)c2ccccc2C(=O)O)c1,0%,?,·,6%,13%[11.4 µM],-32%,0%,9%[11.4 µM],?
Cc1cccc(C)c1OCC(C)N (stereo not given),-4%,-27%,-5.8%,0%,?,10%[56.9 µM],2%,10%[57.1 µM],-3%
COC(=O)C(C)NS(=O)(=O)c1ccc(NC(C)=O)cc1 (stereo not given),-3%,-1%,-0.6%,-18%,4%,18%,1%,3%,7%[57.4 µM]
COc1ccc(/C=C/c2nnc(NC(=O)COc3ccc(C)cc3)s2)cc1,0%,-4%,6.0%,-6%,28%[57.1 µM],3%,1%,37%,9%
CN(C)c1nc(N)ncc1-c1ccc(Oc2ccccc2)cc1,1%,-2%,17%,18%,5%,2%,0%,-1%,·

# Arranged by value in USP1-UAF1 inh (highest first): 3 of the compounds above
smiles,USP1-UAF1 inh
Cc1ccc2[nH]c3c(c2c1)CN(C(=O)CN1c2ccc(F)cc2CCC1C)CC3 (stereo not given),-4%
Cc1cc(S(=O)(=O)NCC(C)C)ccc1OCC(=O)NCc1ccco1,-9%
CC(C)(C)OC(=O)NCCCC(CCCNC(=O)OC(C)(C)C)C(=O)O,-22%

# Next part
SMILES,mIDH1 inhibitor,USP1-UAF1 inh,RXFP1 agonist,Vif-APOBEC3F blk,TrxR1 inh,RGS4 inh,Vif-A3G inh,TrxR1 substrate,ALOX12 inh
Cc1ccc(CNC(=O)CCC(=O)N2Cc3ccccc3Oc3ncccc32)cc1,-15%,-14%,-3.1%,-8%,32%,-6%,-3%,9%,-18%
CCc1ccc(NC(=O)Cn2nnc(C(=O)NCc3cccs3)c2N)cc1,3%,-22%,0.4%,-12%,36%,-9%,1%,9%,-3%
Cc1ccn(CCSCC(=O)O)n1,4%,5%,1.5%,-2%,21%,7%,0%,-1%[0.457 µM],-4%
C=CCSc1nc2c(c(=O)[nH]c(=O)n2C)n1C/C=C(/C)Cl,2%,-17%,2.8%,-6%,15%[57.1 µM],-11%[11.4 µM],0%,8%[57.1 µM],2%
CCOc1cccc(C2C(C(=O)c3ccc(C)o3)=C(O)C(=O)N2Cc2ccncc2)c1 (stereo not given),-5%,-5%,28%,-17%,-34%,-11%,0%,-14%,?
COC(=O)Cc1ccc(NC(=S)NC(C)(C)C)cc1,6%,-14%,2.4%,6%,20%[57.1 µM],-13%,2%,-6%[57.1 µM],-3%
Cc1ccc(C(=O)Nc2ccc(C(=O)N3CCCCC3)cc2)cc1,-7%,-22%,0.9%,-3%,10%,-32%,-2%,-6%,4%
Cc1cn(CC(=O)NCCCc2ccccc2)c(=O)[nH]c1=O,9%,0%,·,13%,4%,23%,4%,-1%,10%
COC(=O)c1cc(OC)c(OC)cc1NC(=O)c1ccc(C)cc1,1%,4%,1.6%,-24%,63%[activator],9%,-6%,88%[activator],1%
O=C(CN(C(=O)CNS(=O)(=O)c1ccccc1)c1ccc(F)cc1)NCc1ccco1,-7%,0%,0.8%,0%,9%[57.1 µM],9%,2%,-3%,-9%
CCCNS(=O)(=O)c1ccc(OCC(=O)Nc2ccc3c(c2)OCCO3)c(C)c1,7%,?,0.8%,6%,-5%,4%,0%,-9%,16%
CCCCC(=O)Nc1cccc(NC(=O)c2ccc(Br)cc2)c1,2%,-17%,0.4%,-1%,16%,-19%,-10%,6%,6%
Cc1ccc(CNC(=O)C(OC(=O)c2ccco2)C(C)C)cc1 (stereo not given),1%,-22%,-0.8%,5%,21%,4%,2%,9%,?
C#CC[N+]1(CC#Cc2ccccc2)CCCC1,2%,-10%,0.0%,·,-7%,14%,2%,-5%,1%&12%
COc1ccc(-c2cccc(NS(=O)(=O)c3cc([N+](=O)[O-])c(C)c([N+](=O)[O-])c3)c2)nn1,2%,-12%,-1.4%,-10%,-9%,11%,-2%,-7%,?
O=C(COc1ccccc1Cl)N1CCN(c2ccccn2)CC1,-2%,-12%,0.8%,6%,-29%,-41%,0%,-4%,-6%
COc1cc(C2C(C(=O)c3ccc(C)o3)=C(O)C(=O)N2Cc2cccnc2)ccc1O (stereo not given),7%,-26%,7.3%&16%,-2%,-6%[57.1 µM],11%,-9%,6%[57.1 µM],?
Cc1c(C(=O)NC(=S)Nc2cccnc2)cccc1[N+](=O)[O-],-7%,-11%,-0.3%,-3%,17%,-1%,0%,1%,?
CCOc1ccc(NC(=O)C2CCCN(c3c(CC)c(C)nc4ncnn34)C2)cc1 (stereo not given),2%,-20%,0.5%,6%,10%[57.1 µM],7%,1%,-8%,4%
CCn1c(CN2CCN(C)CC2)nc2cc(NC(=O)c3ccc([N+](=O)[O-])cc3)ccc21,0%,-13%,2.6%,2%,16%,-9%,2%,-1%,-16%
CC1=NN(c2nc(-c3ccccc3)cs2)C(=O)C1,-3%,-13%,-1.3%,-8%,5%,-21%,-4%,-11%,228%[activator][57.4 µM]
CC(C)(C)C(=O)COC(=O)C1=NN(c2ccccc2)C(=O)CC1,21%,10%,-2.9%,10%,3%,12%,4%,10%[57.1 µM],-9%
CCOc1ccc(C2=NC(c3cccs3)=Nc3ccc(C(C)C)cc3N2)cc1,13%,-29%,-0.9%,1%,3%,14%,4%,-8%,7%
Cc1ccc(NC(=O)COC(=O)CSC(=S)N2CCOCC2)cc1,1%,-12%,4.1%,4%,9%,24%[56.9 µM],4%,2%,0%
